Source: PubChem (National Center for Advancing Translational Sciences (NCATS))
TRb SRC2 PPI – inhibitors of human thyroid hormone receptor beta-SRC2 interaction. Potency, µM (top dose mostly 106 µM), for the others: at the highest dose activity change, negative = inhibition, actives largely listed as inhibitors. 280,000 tested, 0.065% active. P10828. TRbeta-SRC2 peptide binding, fluorescence polarization; receptor liganded with 1 µM T3;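 further: plate controls were bound peptide for no effect and peptide without receptor for full effect; nearly all actives have a fitted effect of over 50% in size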
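Each compound concentration gave % activity, normalized to unbound and bound Texas Red SRC2 controls, from polarization read after 5 hr ambient incubation with T3-loaded human TRb LBD.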
TR SRC2 fluor cs – counter-screen for TRb-SRC2 inhibitors: fluorescence interference; TRb/SRC2 Texas Red total fluorescence interference; Potency, µM (top dose mostly 106 µM), for inactives: top-dose fluorescence change, negative = quenching; 280,000 tested, 0.29% active; active means well fitted curve in either direction with a large enough effect; inconclusive means small, poorly fitted or top-dose-only effect
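Human TRb ligand-binding domain at 0.6 uM with 20 nM Texas Red SRC2 peptide in Tris buffer containing 1 uM T3 and 5% DMSO, incubated with compound 5 h at ambient temperature. Total fluorescence (555/632 nm) calculated as parallel + 2 × perpendicular.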
L3MBTL1 block – L3MBTL1 (human) inhibition; Q9Y468; AlphaScreen L3MBTL1–H3K9me1 peptide binding; Potency, µM (series often up to 57.1 µM), without a hit: top-dose activity, negative = inhibition, usual class: inhibitors; 230,000 tested, 0.66% active; further: nearly all actives have a fitted effect of over 60% in size
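L3MBTL1 50 nM + b-AHA-H3(1-15)K9me1 75 nM, 30 min RT; compound added, 30 min RT; streptavidin donor/Ni-chelate acceptor beads 10 ug/mL each final, 30 min RT dark; AlphaScreen read.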
Tau fluor counter – counter-screen for tau fibril formation inhibitors | tau K18 P301L Alexa594 fluorescence, heparin fibrillization | Potency, µM (top dose mostly 57.7 µM), without a hit: at the highest dose activity change, negative = decrease | 280,000 tested, 0.93% active; further: nearly all actives have a fitted effect of over 55% in size
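Human K18 P301L tau (15 uM unlabeled plus 0.24 uM Alexa 594-labeled, final) in 100 mM sodium acetate pH 7 was mixed with compound and 20 uM heparin and incubated 6 hr at 37 C.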
aGal spleen mod – alpha-galactosidase A (human) modulation; 240,000 tested, 0.008% active; Potency, µM (series often up to 80 µM), without a hit: at the highest dose activity change, negative = inhibition, actives largely listed as inhibitors; P06280; human spleen homogenate, 4MU-alpha-Gal fluorescence, 40 min;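 further: 0% = enzyme with vehicle and -100% = no enzyme basal signal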
Target sequence (P06280 32-429 limits assumed): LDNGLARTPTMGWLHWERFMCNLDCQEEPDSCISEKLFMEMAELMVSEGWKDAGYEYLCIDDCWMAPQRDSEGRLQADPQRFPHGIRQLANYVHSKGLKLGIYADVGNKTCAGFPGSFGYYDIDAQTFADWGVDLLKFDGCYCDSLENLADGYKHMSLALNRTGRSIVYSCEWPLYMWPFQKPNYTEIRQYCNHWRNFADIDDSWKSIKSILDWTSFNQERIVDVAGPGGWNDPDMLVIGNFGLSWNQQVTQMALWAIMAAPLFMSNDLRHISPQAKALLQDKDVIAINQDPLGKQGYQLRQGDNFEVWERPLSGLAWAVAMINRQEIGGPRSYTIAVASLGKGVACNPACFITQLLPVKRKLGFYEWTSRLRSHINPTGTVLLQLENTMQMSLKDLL
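Inhibition or activation of alpha-galactosidase in human spleen homogenate is scored by 4-MU fluorescence after 40 min at 37C, pH 5.0, with 1 mM substrate. AC50s come from concentration-response fitted to the Hill equation.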
Tau ThT inhib – blocks human tau fibril formation measured by thioflavin T | recombinant tau K18 P301L, heparin-induced fibrillization, ThT fluorescence | Potency, µM (doses to about 57.4 µM), without a hit: at the top dose activity, negative = inhibition, hits mostly inhibitors | 270,000 tested, 2.1% active; further: nearly all actives have a fitted effect of over 55% in size
Target sequence (P10636 561-689 P618L limits assumed): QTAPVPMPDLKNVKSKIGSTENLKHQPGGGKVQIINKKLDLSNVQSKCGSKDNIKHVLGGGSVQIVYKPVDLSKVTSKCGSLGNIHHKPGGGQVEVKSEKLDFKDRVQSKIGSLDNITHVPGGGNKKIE
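Heparin-induced fibrillization of the P301L-mutant K18 repeat-domain fragment of human tau was followed by ThT binding in quantitative high-throughput format.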
Tau FP inhib – blocks human tau fibril formation measured by polarization; P10636; K18 P301L tau heparin fibrillization, Alexa594 FP, 6 h; Potency, µM (series often up to 57.7 µM), inactives show at the highest dose activity, negative = inhibition, actives largely listed as inhibitors; 280,000 tested, 0.39% active; AID 1468; further: nearly all actives have a fitted effect of over 55% in size
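Heparin (20 uM) drove fibril formation of recombinant tau K18 P301L, 15 uM unlabeled with 0.24 uM Alexa 594 label, for 6 hr at 37 C in 100 mM sodium acetate pH 7. Fluorescence polarization (555/632 nm) read 1 hr after 30 uM ThT.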
ALDH1A1 block – blocks purified human ALDH1A1 activity; P00352; Purified ALDH1A1, NADH fluorescence, propionaldehyde substrate; Potency, µM (top dose mostly 75.3 µM), inactives show top-dose activity, negative = inhibition, usual class: inhibitors; 220,000 tested, 7.3% active; AID 1030; active means well fitted inhibition curve with a large enough effect, not every such curve was filed as active; inconclusive means small, poorly fitted or top-dose-only effect, or another doubt; inactive means no such curve, though single readings can be large or run the other way;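 further: plate controls were no enzyme wells and a reference inhibitor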
Target sequence (P00352 whole entry, looked up): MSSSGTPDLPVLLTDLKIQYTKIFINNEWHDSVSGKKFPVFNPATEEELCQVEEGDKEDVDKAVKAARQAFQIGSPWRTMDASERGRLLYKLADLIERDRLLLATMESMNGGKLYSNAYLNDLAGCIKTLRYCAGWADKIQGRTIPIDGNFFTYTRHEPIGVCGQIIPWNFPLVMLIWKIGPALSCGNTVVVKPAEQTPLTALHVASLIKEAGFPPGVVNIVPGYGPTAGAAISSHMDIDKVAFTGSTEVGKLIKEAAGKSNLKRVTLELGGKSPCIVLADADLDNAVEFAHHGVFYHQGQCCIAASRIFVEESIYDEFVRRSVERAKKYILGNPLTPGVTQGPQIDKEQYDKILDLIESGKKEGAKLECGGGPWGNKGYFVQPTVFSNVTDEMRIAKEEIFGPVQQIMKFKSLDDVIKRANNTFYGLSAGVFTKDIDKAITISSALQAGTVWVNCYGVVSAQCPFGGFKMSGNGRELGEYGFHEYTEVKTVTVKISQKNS
* marks the source's active call; other numbers are inactive results; ? = inconclusive; nt = no result given; [ ] = dose if it differs, or a comment. Unless noted, the call rests on the fitted dose curve; in most records, active means well fitted curve in the direction sought with a large enough effect; inconclusive means small, poorly fitted or top-dose-only effect, or another doubt; inactive means no such curve, though single readings can be large; an effect the other way counts as inactive or inconclusive. Unless noted, on the % scale 0 is the no-effect control and ±100 the full control effect; potency means the concentration at half of the fitted maximal effect.

Sample of the layout:
SMILES	TRb SRC2 PPI	TR SRC2 fluor cs	L3MBTL1 block	Tau fluor counter	aGal spleen mod	Tau ThT inhib	Tau FP inhib	ALDH1A1 block
COc1ccc2cc(C3(C)NC(=O)N(CC(=O)Nc4c(C)n(C)n(-c5ccccc5)c4=O)C3=O)ccc2c1 (stereo unspecified)	-2%	-2%	-3%	3%	0%	10%	-2%	5%
O=C(Cn1cncn1)N/N=C/c1ccncc1	-4%	-3%	-6%	-5%	2%	-2%	2%	nt

Results, repeating the preview:
SMILES	TRb SRC2 PPI	TR SRC2 fluor cs	L3MBTL1 block	Tau fluor counter	aGal spleen mod	Tau ThT inhib	Tau FP inhib	ALDH1A1 block
COc1ccc2cc(C3(C)NC(=O)N(CC(=O)Nc4c(C)n(C)n(-c5ccccc5)c4=O)C3=O)ccc2c1 (stereo unspecified)	-2%	-2%	-3%	3%	0%	10%	-2%	5%
O=C(Cn1cncn1)N/N=C/c1ccncc1	-4%	-3%	-6%	-5%	2%	-2%	2%	nt
CC1CCCCN1CCNS(=O)(=O)c1ccc2c(c1)oc(=O)n2C (stereo unspecified)	4%	0%	-16%	2%	-5%	4%	2%	9%
COc1ccc([N+](=O)[O-])cc1NC(=O)c1ccc(CN(c2ccccc2)S(C)(=O)=O)cc1	2%	-15%	-4%	?	-3%	-7%	-13%	2%
CC(C)(C)C1CCc2c(sc3nc(-c4cc5cc(Br)ccc5oc4=O)[nH]c(=O)c23)C1 (stereo unspecified)	-4%	-25%	nt	-27%	nt	-8%	-13%	nt
O=c1cc(CSc2nc3ccccc3[nH]2)c2ccccc2[nH]1	-3%	1%	nt	-13%	10%	-10%	-9%	-5%
CN(C)CCN=Cc1c(O)n(Cc2ccc3c(c2)OCO3)c(=O)c2ccccc12	-4%	-2%	nt	-14%	9%	-4%	11%	-1%
CNC(=O)c1ccsc1NC(=O)CCS(=O)(=O)c1ccccc1	0%	-3%	-3%	-5%	-6%	-4%	3%	3%
CCOc1cc(C(=O)Nc2nnc(CC)s2)ccc1OCC(=O)N1CCOCC1	-23%	0%	45%[activator]	-2%	0%	-5%	-4%	?
CC(OC(=O)CC1CC2CCC1C2)C(=O)Nc1ccc(N2CCOCC2)cc1 (stereo unspecified)	-8%	0%	nt	-8%	5%	-6%	17%	-4%
O=C(c1ccc(F)cc1)C1CCN(C(=O)c2ccncc2)CC1	-9%	-1%	7%	-3%	-7%	-12%	-6%	7%
O=C(O)CSC(C(=O)Nc1ccc(Br)cc1)c1ccc(Cl)cc1 (stereo unspecified)	-2%	1%	6%	-10%	3%	0%	-1%	4%
CCOc1ccccc1CNC(=O)CSc1n[nH]c(-c2ccccc2Cl)n1	-9%	-2%	nt	-16%	nt	-7%	-15%	nt
O=S(=O)(NCc1ccc2c(c1)OCO2)c1ccc2c(c1)oc1ccccc12	1%	0%	0%	-29%	7%	-12%	-19%	?
O=C(CNC(=O)c1ccc(F)cc1)N/N=C/c1cc(Br)ccc1OCc1ccccc1	6%	-2%	-3%	-30%	-1%	-5%	-15%	2%
CCOc1ccc2ccccc2c1C(=O)Nc1cc(=O)n(C)c(=O)n1C	2%	-1%	?	-3%	10%	-2%	-8%	16%
CN(C(=O)c1c[nH]c(=O)cc1C(F)(F)F)c1ccc(Cl)c(Cl)c1	-5%	-1%	4%	0%	14%	4%	4%	nt
CCN(CC)S(=O)(=O)c1ccc(C(=O)NCc2nnc(SCC(=O)OC)n2C)cc1	-1%	-1%	0%	0%	-4%	-3%	10%	?
CCCOC(=O)c1c(-c2ccccc2)nc(CC)c(C(=O)SCC)c1CCC	4%	-5%	17%	-17%	6%	-14%	3%	-7%
CCOc1cc(NC(=S)Nc2ccccc2)c(OCC)cc1NC(=O)c1ccccc1	-2%	0%	-16%	-20%	-3%	?	8%	?
CC(=O)c1c(C)nc2ccc(Br)cc2c1-c1ccccc1	1%	-2%	nt	-13%	5%	-13%	5%	?
O=C(NC(CO)c1ccccc1)c1ccco1 (stereo unspecified)	0%	1%	nt	-5%	-5%	-13%	4%	21%
COc1ccccc1CNC(=O)CCC1N=C2c3ccccc3N=C(SCc3ccc(C)cc3)N2C1=O (stereo unspecified)	5%	5%	nt	2%	nt	0%	0%	nt
CCOC(=O)/C(O)=C/c1ncc(C(F)(F)F)cc1Cl	5%	-2%	2%	-1%	-7%	-14%	2%	?
COc1ccc(/C(=N/O)C(C)(C)NO)cc1	-11%	-2%	nt	-14%	-2%	-11%	-5%	9%
COc1ccc(CNC(=O)c2cc3c(s2)CN(Cc2ccccc2)C3)cc1	-8%	0%	nt	-22%	-3%	-15%	-5%	10%
Cc1cc(C)n2nc(SCC(=O)N(Cc3ccccc3)C3CCS(=O)(=O)C3)nc2n1 (stereo unspecified)	-1%	-3%	6%	-6%	-4%	-7%	5%	10%
CCSc1ncc(Cl)c(C(=O)N2CCN(c3ccc(OC)cc3)CC2)n1	-4%	-3%	nt	-18%	nt	-8%	8%	nt
COC(=O)c1cccnc1-n1c(=O)c2cccnc2n(Cc2cccc(OC)c2)c1=O	-2%	-4%	-2%	-8%	9%	-4%	-2%	?
Cn1c(=O)n(C)c2cc(NC(=O)CSc3nnc(-c4ccccc4O)n3-c3ccccc3)ccc21	-13%	1%	-4%	-27%	2%	-17%	17%	62%[activator]

Laid out differently: results already given.
compound | TRb SRC2 PPI | TR SRC2 fluor cs | L3MBTL1 block | Tau fluor counter | aGal spleen mod | Tau ThT inhib | Tau FP inhib | ALDH1A1 block
CCOc1cc(NC(=S)Nc2ccccc2)c(OCC)cc1NC(=O)c1ccccc1 | -2% | 0% | -16% | -20% | -3% | ? | 8% | ?
CC(=O)c1c(C)nc2ccc(Br)cc2c1-c1ccccc1 | 1% | -2% | nt | -13% | 5% | -13% | 5% | ?
O=C(NC(CO)c1ccccc1)c1ccco1 (stereo unspecified) | 0% | 1% | nt | -5% | -5% | -13% | 4% | 21%
COc1ccccc1CNC(=O)CCC1N=C2c3ccccc3N=C(SCc3ccc(C)cc3)N2C1=O (stereo unspecified) | 5% | 5% | nt | 2% | nt | 0% | 0% | nt
CCOC(=O)/C(O)=C/c1ncc(C(F)(F)F)cc1Cl | 5% | -2% | 2% | -1% | -7% | -14% | 2% | ?
COc1ccc(/C(=N/O)C(C)(C)NO)cc1 | -11% | -2% | nt | -14% | -2% | -11% | -5% | 9%
COc1ccc(CNC(=O)c2cc3c(s2)CN(Cc2ccccc2)C3)cc1 | -8% | 0% | nt | -22% | -3% | -15% | -5% | 10%
Cc1cc(C)n2nc(SCC(=O)N(Cc3ccccc3)C3CCS(=O)(=O)C3)nc2n1 (stereo unspecified) | -1% | -3% | 6% | -6% | -4% | -7% | 5% | 10%
CCSc1ncc(Cl)c(C(=O)N2CCN(c3ccc(OC)cc3)CC2)n1 | -4% | -3% | nt | -18% | nt | -8% | 8% | nt
COC(=O)c1cccnc1-n1c(=O)c2cccnc2n(Cc2cccc(OC)c2)c1=O | -2% | -4% | -2% | -8% | 9% | -4% | -2% | ?
Cn1c(=O)n(C)c2cc(NC(=O)CSc3nnc(-c4ccccc4O)n3-c3ccccc3)ccc21 | -13% | 1% | -4% | -27% | 2% | -17% | 17% | 62%[activator]

New compounds follow.
SMILES	TRb SRC2 PPI	TR SRC2 fluor cs	L3MBTL1 block	Tau fluor counter	aGal spleen mod	Tau ThT inhib	Tau FP inhib	ALDH1A1 block
COc1cc(Nc2nc3c(S(=O)(=O)c4ccc(C)c(C)c4)nnn3c3ccsc23)cc(OC)c1	3%	-1%	nt	-3%	nt	10%	-12%	nt
O=C1c2[nH]nc(-c3ccccc3O)c2C(c2ccccc2F)N1Cc1ccncc1 (stereo unspecified)	-10%	-1%	nt	7%	nt	4%	-6%	nt
O=C(NCc1ccccc1Cl)c1ccc2c(O)c(S(=O)(=O)c3ccccc3)c(=O)[nH]c2c1	-1%	-2%	nt	1%	nt	1%	0%	nt
CCCn1nc(-c2ccccc2)c2nc3ccccc3nc21	-9%	-6%	22%	-13%	-2%	?	-6%	-1%
Cc1cc(NC(=O)c2ccc3c(c2)OCO3)no1	-2%	0%	-1%	-3%	5%	-6%	4%	0%
CCN1CCN(c2oc(-c3ccc([N+](=O)[O-])cc3)nc2C#N)CC1	9%	1%	nt	-14%	-2%	?	1%	nt
Cc1ccc(S(=O)(=O)N2CCN(S(=O)(=O)N3CCCCC3)CC2)cc1	3%	-7%	6%	4%	10%	8%	5%	7%
CCCOc1ccc(NC(=O)CC2C(=O)N(c3ccc(C)cc3)C(=O)N2C2CCCC2)cc1 (stereo unspecified)	6%	2%	nt	?	nt	-5%	0%	nt
CCN1CCN(C(=S)Nc2ccc(Cl)c(Cl)c2)CC1	-4%	-1%	-2%	-1%	0%	6%	-7%	9%
CCNC(=O)COC(=O)c1sccc1C	5%	0%	nt	-5%	7%	-6%	-8%	2%
Cc1cc(C(=O)NCCc2ccccc2)c2cc(F)ccc2n1	-4%	0%	-2%	19%	-10%	17%	5%	?
Cc1nn(C)c(Oc2ccccc2)c1CCNC(=O)CCl	-6%	-4%	-2%	-2%	-2%	-7%	-3%	22µM*
COc1ccccc1NC(=O)Cn1c(=O)c(N(C)C)c(N)n(C)c1=O	3%	-3%	nt	-3%	5%	-3%	4%	-2%
O=S1(=O)N=C(Oc2cccc3ccccc23)c2ccccc21	-2%	-6%	35%[activator]	-12%	-1%	?	7%	?
O=c1c(C(c2nnnn2C2CCCCC2)N2CCCCC2)coc2ccc(Cl)cc12 (stereo unspecified)	9%	1%	-3%	-5%	-2%	-10%	-10%	?
Nc1c(-c2nc(-c3ccccc3Cl)no2)nnn1-c1ccccc1F	3%	-2%	nt	0%	nt	10%	4%	nt
COc1ccc(NC(=O)CCCN2C(=O)CCn3nc(-c4cn(C)c5ccccc45)cc32)cc1OC	-5%	-4%	nt	-24%	nt	-17%	16%	nt
O=C(CSc1cn(CC(=O)N2CCCCC2)c2ccccc12)Nc1ccc(C(F)(F)F)cc1	-3%	0%	nt	2%	nt	11%	-8%	nt
COc1ccc(NC(=O)C2CCCN(S(=O)(=O)c3cn(C)cn3)C2)cc1Cl (stereo unspecified)	1%	-1%	nt	-2%	nt	-3%	-2%	nt
CCOC(=O)c1cnn(-c2ncnc3sc(CC)cc23)c1N	-1%	1%	3%	-6%	5%	-12%	-2%	-1%
O=C(CC1COc2ccccc2O1)NCc1ccccc1 (stereo unspecified)	-18%	-3%	8%	-4%	8%	-9%	0%	-6%
COc1ccc(Nc2cc(C)nc3ccccc23)cc1	-8%	1%	nt	4%	-1%	-2%	5%	4%
CCCCN(c1ccccc1)S(=O)(=O)c1ccc2c(c1)CCN2C(=O)CCC(=O)O	0%	-2%	8%	5%	5%	-4%	4%	7%
